CHOP UPR activ – apoptotic UPR (CHOP) activation | CHO-CHOP luciferase reporter, luminescence; percent of tunicamycin response over DMSO baseline | activation, % at 10 µM | hit rate 0.34% among 330,000;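 active = at 10 µM dose, activation of 40% or more, normalized to positive control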;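 also: 100% = tunicamycin at 10 µg/mL and 0% = DMSO alone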
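Material: CHO-CHOP cells, stable luciferase reporter of PERK-eIF2a-CHOP signalling; quantity: 500 reporter cells seeded per well; buffer or medium: F12 medium containing 10% fetal bovine serum; compound: one dose, 10 µM in 0.5% DMSO; incubation: 6 h compound treatment, 37 °C; measured by: Steady-Glo luciferase luminescence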
TIM10 inh – growth inhibitors of TIM10 yeast strain; inhibition, % at 10 µM; AID 463195; hit rate 1.4% among 330,000; S. cerevisiae TIM10 strain growth, BacTiter-Glo luminescence, 24 h;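 active = inhibition of 40% or more at the single tested concentration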;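 also: wild-type TIM10 isogenic control strain grown at permissive 25 °C; 0% = DMSO yeast wells and 100% = minimal medium wells without yeast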
Jurkat NFkB inh – lowers PMA/ionomycin-induced NF-kB signal in Jurkat cells; inhibition, % at 4 µM; PMA/ionomycin-induced NF-kB luciferase reporter, luminescence; hit rate 0.53% among 330,000; in the data active = inhibition above about 50%
Mdm2 MdmX PPI – inhibitors of human Mdm2/MdmX interaction; O15151+Q00987; SaOS-2 split-luciferase Mdm2/MdmX complementation, luminescence; inhibition, % at 8 µM; hit rate 3% among 330,000;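 active = inhibition of at least 50% at 8 µM in the primary screen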
Target sequence (O15151 whole entry, looked up): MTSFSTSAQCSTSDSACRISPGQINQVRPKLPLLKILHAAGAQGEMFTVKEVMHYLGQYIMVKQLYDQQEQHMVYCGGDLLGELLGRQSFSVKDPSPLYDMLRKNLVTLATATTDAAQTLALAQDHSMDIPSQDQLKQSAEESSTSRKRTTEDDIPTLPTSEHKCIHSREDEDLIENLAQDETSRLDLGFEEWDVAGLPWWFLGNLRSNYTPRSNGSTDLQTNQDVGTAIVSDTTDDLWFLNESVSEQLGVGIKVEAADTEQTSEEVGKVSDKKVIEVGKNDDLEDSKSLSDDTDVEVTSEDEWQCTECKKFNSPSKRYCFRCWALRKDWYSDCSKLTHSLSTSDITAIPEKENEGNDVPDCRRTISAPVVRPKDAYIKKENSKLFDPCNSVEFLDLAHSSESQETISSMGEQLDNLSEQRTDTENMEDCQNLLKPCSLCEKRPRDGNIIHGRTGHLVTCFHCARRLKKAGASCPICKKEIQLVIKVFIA
Target sequence (Q00987 whole entry, looked up): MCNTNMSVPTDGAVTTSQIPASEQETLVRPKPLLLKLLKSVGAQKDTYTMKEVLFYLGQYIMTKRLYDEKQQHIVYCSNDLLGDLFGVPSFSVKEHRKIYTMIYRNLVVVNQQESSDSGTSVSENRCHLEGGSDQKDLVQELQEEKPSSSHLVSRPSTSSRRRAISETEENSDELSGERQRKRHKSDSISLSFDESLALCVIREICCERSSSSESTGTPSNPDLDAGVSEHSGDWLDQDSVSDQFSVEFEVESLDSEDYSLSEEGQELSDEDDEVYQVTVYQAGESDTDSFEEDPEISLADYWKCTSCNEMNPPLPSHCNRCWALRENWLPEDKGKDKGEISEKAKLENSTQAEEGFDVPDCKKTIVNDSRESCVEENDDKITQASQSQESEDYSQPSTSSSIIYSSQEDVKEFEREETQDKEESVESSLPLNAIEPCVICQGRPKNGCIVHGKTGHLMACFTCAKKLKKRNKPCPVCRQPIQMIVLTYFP
UPR XBP1 act – adaptive UPR (XBP1) activation. CHO-XBP1 luciferase reporter, IRE1-XBP1 UPR activation, luminescence; percent of tunicamycin response, DMSO as zero. activation, % at 20 µM. hit rate 0.33% among 330,000;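 active = versus positive control, 20 µM dose yields 30% or more activation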;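 also: 100% = tunicamycin at 10 µg/mL and 0% = DMSO only wells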
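Material – CHO cell line with stable XBP1 luciferase reporter · Buffer or medium – F12 plus 10% FBS · Compound – single point, 20 µM final compound, 1% DMSO · Schedule – 16-18 h cell attachment at 37 °C, then 6 h compound exposure · Signal – Steady-Glo luminescence read · Benchmarks – high control tunicamycin 10 µg/mL final, low control DMSO vehicle only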
697 NFkB inh – lowers PMA/ionomycin-induced NF-kB signal in 697 B cells; 697 B-cell NF-kB luciferase reporter, 16 h; inhibition, % at 4 µM; hit rate 0.33% among 330,000; AID 435022; in the data active = inhibition above about 35%
tim10-1 inh – inhibits growth of tim10-1 mutant yeast; S. cerevisiae tim10-1 ts strain growth, BacTiter-Glo, 24 h; inhibition, % at 20 µM; hit rate 2.2% among 330,000; AID 463190;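 active = inhibition of at least 40%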;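 also: mutant grown at 25 °C; 0% = DMSO wells with yeast and 100% = wells holding no yeast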
tim23-1 inh – growth inhibitors of tim23-1 mutant yeast. S. cerevisiae tim23-1 growth, BacTiter-Glo luminescence, 24 h. inhibition, % at 20 µM. hit rate 1.3% among 330,000;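 active = growth inhibition of the mutant yeast at or above 50%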;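 also: temperature-sensitive mutant grown at 25 °C; plate controls were DMSO-treated mutant yeast for no effect and medium wells lacking yeast for full effect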
* marks the source's active call; other numbers are inactive results. Compounds as they come (roughly 6.6% active in at least one column).

SMILES	CHOP UPR activ	TIM10 inh	Jurkat NFkB inh	Mdm2 MdmX PPI	UPR XBP1 act	697 NFkB inh	tim10-1 inh	tim23-1 inh
CC(C)NC(=O)N(C)C[C@H]1Oc2c(NC(=O)Nc3ccccc3)cccc2C(=O)N([C@H](C)CO)C[C@@H]1C	0.2	-6	7	-50	1	-11	6	12
CN(C)c1ccc(C2C3C(=O)NC(=O)C3ON2c2ccc(Cl)cc2)cc1 (stereo not drawn)	2.6	12	-2	-10	3	-17	22	21
O=c1[nH]c(SCCOc2cccc3ccccc23)nc2ccccc12	-1.6	0	1	33	-1	-14	-12	14
CCCNc1c(NC(=O)c2cccs2)c(=O)oc2ccccc12	-1.8	-13	-7	11	-2	-4	-21	-9
Cc1ccc(/C=N/NC(=O)NN(C)c2ncc(C(F)(F)F)cc2Cl)cc1	-1.0	41*	-2	13	-3	3	29	19
CCc1ccc(OCC(=O)Nc2ccc3c(c2)COC3=O)cc1	1.1	2	-1	8	0	-1	7	16
O=C(NCC1COCCO1)c1cc(COc2ccc(F)cc2F)on1 (stereo not drawn)	-1.9	1	-3	6	-3	24	8	5
CCCCN(C(=O)c1c(C)[nH]c(C(=O)OCC)c1C)c1ccccc1	0.1	4	3	16	1	7	31	15
Cc1ccccc1OCC(=O)Nc1ccc2c(c1)C(=O)N(CCC(=O)O)C2=O	0.3	12	7	16	-1	2	-17	-17
COCCCN1C2=C(C(=O)CC(C)(C)C2)C(c2ccc(O)c(OC)c2)C2=C1CC(C)(C)CC2=O	1.9	14	-31	-4	1	-22	-7	13
Cc1cc(C)n(S(=O)(=O)c2ccc(C(C)(C)C)cc2)n1	-1.8	0	1	7	-2	13	43*	28
Cn1nc(C(F)(F)F)c2cc(C(=O)Nc3ccc(F)cc3F)sc21	-1.0	1	3	-3	-3	16	-6	-11
COc1ccc(OCCOC(=O)c2cc(S(=O)(=O)N3CCOCC3)c(Cl)cc2Cl)cc1	3.2	1	19	1	-4	9	8	23
COC(=O)c1ccccc1NC(=O)CSc1nccn1C	-0.9	2	5	-8	-1	4	8	6
COc1ccccc1C(=O)NNC(=O)c1ccccc1[N+](=O)[O-]	0.8	7	2	-32	-2	7	13	9
CC(C)c1ccc(NC(=O)CCN2C(=O)[C@@H]3Cc4ccccc4CN3C2=O)cc1	-1.0	23	1	12	-2	-9	7	-1
CCN(CC(=O)Nc1ccc2c(c1)OCCO2)Cc1cc(=O)oc2cc(C)c(C)cc12	-1.8	3	1	-7	0	10	14	29
CC(C)CNC(=O)CCCc1ccccc1	3.4	-1	-20	-14	1	-14	3	9
CCN(CC)S(=O)(=O)c1cc(C(=O)N2CCc3ccccc32)ccc1Cl	0.6	14	5	26	0	-1	28	17
COc1ccc(NS(=O)(=O)c2cn(C)cn2)cc1	1.3	8	-4	26	1	19	-11	-6
COc1cc(/C=C/c2ccc3cccc(OC)c3n2)c(O)c([N+](=O)[O-])c1	1.5	21	8	43	5	-5	20	19
CCOc1ccc(-n2c(Cc3cc(=O)[nH]c(=O)[nH]3)nnc2SC(C)C)cc1	1.8	-6	0	3	0	5	1	9
CCOc1ccccc1CN1CCN(Cc2csc(C(C)=O)c2)CC1CCO (stereo not drawn)	1.8	9	-10	-16	3	1	-1	13
CC(=O)N(Cc1c(C)nn(-c2ccccc2)c1Cl)c1ccc(Cl)cc1	-0.9	25	-3	-6	-2	-48	11	12
Cc1cc(C(=O)NCC2COc3ccccc3O2)c2ccccc2n1 (stereo not drawn)	1.4	18	1	-3	-4	0	16	-11
Clc1ccc(-n2cccc2/C=N/n2cnnc2)cc1	1.3	15	-14	-32	-1	-33	12	15
Cc1cc(C)cc(NC(=S)N(C)C)c1	0.8	1	-5	14	2	5	1	-5
O=C(O)/C=C\C(=O)Nc1ccc(N2CCN(c3cccc(Cl)c3)CC2)cc1	-0.2	18	7	9	-1	25	-17	-10
Nc1cc(C(=O)OCC(=O)NCCNC(=O)COC(=O)c2ccc(Cl)c(N)c2)ccc1Cl	2.3	5	7	-23	1	10	0	-9
CCn1c(SCC(=O)NC2CC2)nnc1-c1csc(C)c1	-1.3	10	0	21	-3	-18	10	9
CC(=O)NC1C(Oc2ccc(C=O)cc2)OC(COC(C)=O)C(OC(C)=O)C1OC(C)=O (stereo not drawn)	3.5	9	-2	-15	-4	8	8	14
COc1cc(/C=N/NC(=O)c2cccc(NC(=O)c3ccccc3Cl)c2)ccc1O	-2.9	28	12	18	4	6	7	14
O=C(NC1CCCc2c1cnn2-c1ccccc1F)c1ccccc1N1CCOCC1 (stereo not drawn)	1.8	8	-29	-15	-1	-24	11	14
Cc1c(N(C)S(=O)(=O)c2cc(C(=O)NCC3CCCO3)ccc2Cl)c(=O)n(-c2ccccc2)n1C (stereo not drawn)	-2.4	-6	1	17	-1	11	-6	-5
CCOC(=O)Cn1c2ccccc2c2nc(C)sc21	-0.1	16	-20	9	-1	11	17	11
O=C(NC1CCCCCC1)c1ccc(CN2CCOCC2)cc1	-0.1	-14	-66	-16	-2	-28	-20	-24
COc1ccc(S(=O)(=O)N2CCCCCC2)cc1N	1.6	8	-13	-6	-1	16	-8	21
CCOc1ccccc1Oc1coc2cc(OCC(=O)O)ccc2c1=O	-0.8	-15	-2	-10	-2	-4	4	5
COc1ccc(CC(NC(C)=O)C(=O)NC2CCN(C(=O)c3ccc([N+](=O)[O-])cc3)CC2)cc1OC (stereo not drawn)	-1.3	8	-4	41	-3	2	6	16
CCN(CC)C(=O)CSc1nc2ccsc2c(=O)n1CCCC(=O)NCCc1ccc(S(N)(=O)=O)cc1	1.4	0	2	24	-3	8	5	2
CC1CCN(Cc2ccc(NC(=O)C3CCN(c4nnc(-n5cccc5)s4)CC3)cc2)CC1	1.9	2	6	37	1	-1	6	6
COc1cc(/C=C/C(=O)OCC(=O)Nc2ccc([N+](=O)[O-])cc2)ccc1O	-1.4	-4	-4	17	-2	9	-9	-8
O=C(CSc1nnnn1Cc1ccccc1)Nc1ccc2c(c1)OCCO2	0.5	35	-14	-1	-2	9	30	11
CN(Cc1ccccn1)C(=O)CC1C(=O)NCCN1Cc1cccc(Oc2ccccc2)c1 (stereo not drawn)	-0.2	19	11	-1	-2	-4	21	9
CCN1CCc2c(sc(NC(=O)c3ccc(S(=O)(=O)N4CCCC4)cc3)c2C(=O)NC)C1	2.6	7	17	83*	-2	5	-5	4
COCCOc1cc(NC(=O)c2cccc(OC)c2)c(Cl)cc1Cl	-0.2	15	16	-5	-3	4	19	-8
Cc1ccccc1C(=O)NNC(=O)CCc1ccccc1	-2.0	4	-1	-12	1	11	5	-2
CCCCCn1c(Sc2ccccc2)nc2c1c(=O)[nH]c(=O)n2C	-0.6	-45	8	5	4	-13	-9	0
O=C(NCC1COc2ccccc2O1)c1ccc(Cl)c(S(=O)(=O)N2CCCC2)c1 (stereo not drawn)	1.1	3	-7	-3	-3	-2	18	23
CCS(=O)(=O)N1CCN(C(=O)c2ccco2)CC1	-1.0	-4	5	-11	-3	-15	-3	1
COC(=O)CSC1=C(C#N)C(=O)NC2(CCCCC2)S1	-1.1	-8	3	-5	2	5	9	11
Cc1c(N2CCCC2)cc2c(c1NC(=O)c1ccccc1Cl)C(C)(C)CC2(C)C	2.5	20	13	-2	-2	12	27	38
N#Cc1cc2c(nc1SCC(O)CS(=O)(=O)Cc1ccccc1)CCCC2 (stereo not drawn)	0.6	2	-19	0	0	-11	16	7
Cn1c(C(=O)OC(C(=O)NC2CCCC2)c2ccncc2)cc2sccc21 (stereo not drawn)	1.1	11	-8	-13	0	-11	-6	27
COc1ccccc1OCc1cc(C(=O)NCc2ccc(N3CCCC3=O)cc2)no1	1.8	-3	-21	9	0	-25	2	-4
CNc1nc(-c2ccc3c(c2)CCN3C(=O)CC(C)(C)C)c(C)s1	1.7	-3	-21	-16	3	-26	13	12
CCN(C(=O)CN1C(=O)NC(c2ccccc2)(c2ccc(C)c(C)c2)C1=O)C1CCS(=O)(=O)C1 (stereo not drawn)	-2.1	7	3	31	-4	8	4	-3
CC[n+]1c(P(=O)([O-])c2ccccc2)[nH]c2ccccc21	-2.5	-6	-12	-16	-1	-10	0	17
COCCCn1c(=O)c2ccccc2n(Cc2cccc(C)c2)c1=O	-0.4	2	-15	20	-3	12	15	40
CCOc1ccc(N(CC(=O)Nc2ccccc2C(=O)NC(C)CC)S(C)(=O)=O)cc1 (stereo not drawn)	0.3	12	-20	2	2	-4	26	9

New compounds follow:
SMILES	CHOP UPR activ	TIM10 inh	Jurkat NFkB inh	Mdm2 MdmX PPI	UPR XBP1 act	697 NFkB inh	tim10-1 inh	tim23-1 inh
COc1ccc(C)cc1NC(=O)C1CCN(C(=O)c2ccco2)CC1	-0.2	-6	15	3	2	2	-13	-5
COC(=O)c1cn(NC(=O)Cc2cccc(C(F)(F)F)c2)c(=O)c2ccccc12	1.0	2	-6	-1	-1	19	-10	9
COc1cc(C2c3c(-c4ccccc4O)n[nH]c3C(=O)N2Cc2ccco2)cc(OC)c1OC (stereo not drawn)	3.0	2	-2	23	0	2	7	-1
COc1cc(C(=O)NC(=S)Nc2ccc(N3CCCC3)cc2)cc(OC)c1OC	1.1	26	10	-24	0	-22	28	34
CCCCn1c2nc3ccccc3nc2c2c(=O)n(-c3ccccc3)cnc21	-0.3	-1	4	-3	-2	6	-4	28
COc1ccc(S(=O)(=O)N(C)CC(=O)N2CCCCCC2)cc1	0.2	7	5	6	1	-13	2	10
O=C(c1cccs1)N1CCN(S(=O)(=O)c2ccc(F)cc2)CC1	0.5	15	-2	12	-3	5	10	13
Cc1cc(NC(=O)COc2ccccc2)n(-c2ccccc2)n1	0.2	27	-11	-27	-2	-25	26	20
COc1ccc(C2(O)CC3CCC(C2)N3c2nc(C)cc(C)c2C#N)cc1 (stereo not drawn)	-1.6	6	-10	27	0	-25	39	34
COc1cc(-c2cc(C(=O)N(C)Cc3ccccc3)c3ccccc3n2)cc(OC)c1OC	3.8	39	-11	62*	1	24	31	31
Cc1cc(OC(C)C(=O)NCc2ccccn2)c2c(C)c(Cc3ccccc3)c(=O)oc2c1 (stereo not drawn)	2.3	2	-7	45	-3	4	23	5
CC(C)Oc1cccc(C(=O)C2CCCN(Cc3cnn(C(C)C)c3)C2)c1 (stereo not drawn)	2.0	-14	8	-14	1	6	3	19
CC1(C)C(=O)OC(c2ccc([N+](=O)[O-])cc2)C(C)(C)C1=O (stereo not drawn)	-0.6	-13	-17	-30	-5	-3	1	9
O=C1CCN(S(=O)(=O)c2ccccc2)CCN1CCOCc1ccccc1	0.5	-4	-11	8	-1	10	3	8
CCOC(=O)C1CCN(Cc2ccc(OCc3ccccc3)cc2)CC1	0.7	-69	-7	20	5	15	-32	-15
CCOc1ccc(N=c2cc(-c3ccc(OC)cc3)oc3ccccc23)cc1	1.0	29	10	34	0	8	15	41

By substructure, the compounds so far with a furan ring, fused or not.
SMILES	CHOP UPR activ	TIM10 inh	Jurkat NFkB inh	Mdm2 MdmX PPI	UPR XBP1 act	697 NFkB inh	tim10-1 inh	tim23-1 inh
CCS(=O)(=O)N1CCN(C(=O)c2ccco2)CC1	-1.0	-4	5	-11	-3	-15	-3	1
COc1ccc(C)cc1NC(=O)C1CCN(C(=O)c2ccco2)CC1	-0.2	-6	15	3	2	2	-13	-5
COc1cc(C2c3c(-c4ccccc4O)n[nH]c3C(=O)N2Cc2ccco2)cc(OC)c1OC (stereo not drawn)	3.0	2	-2	23	0	2	7	-1

Two of these compounds in a different format.
CCOc1ccc(N=c2cc(-c3ccc(OC)cc3)oc3ccccc23)cc1
  CHOP UPR activ: 1.0; TIM10 inh: 29; Jurkat NFkB inh: 10; Mdm2 MdmX PPI: 34; UPR XBP1 act: 0; 697 NFkB inh: 8; tim10-1 inh: 15; tim23-1 inh: 41
COC(=O)c1cn(NC(=O)Cc2cccc(C(F)(F)F)c2)c(=O)c2ccccc12
  CHOP UPR activ: 1.0; TIM10 inh: 2; Jurkat NFkB inh: -6; Mdm2 MdmX PPI: -1; UPR XBP1 act: -1; 697 NFkB inh: 19; tim10-1 inh: -10; tim23-1 inh: 9
